Assay outcomes deposited in PubChem BioAssay by several laboratories.
NTR1 ag = NTR1-driven beta-arrestin-GFP spot formation – imaging, U2OS cells, high content, primary screen (AID 493036) | P30989 | agonist mode | activation, % at 20 µM | actives 0.17% (n = 330,000);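 active = activation at or above 40% of the spot to cytoplasm intensity ratio, with at least 20 cells analyzed; inconclusive = wells under 20 cells, flagged as cytotoxic or low count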;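 also: 0% = DMSO without peptide and 100% = 100 nM NTR1 peptide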
Target sequence (P30989 whole entry, looked up): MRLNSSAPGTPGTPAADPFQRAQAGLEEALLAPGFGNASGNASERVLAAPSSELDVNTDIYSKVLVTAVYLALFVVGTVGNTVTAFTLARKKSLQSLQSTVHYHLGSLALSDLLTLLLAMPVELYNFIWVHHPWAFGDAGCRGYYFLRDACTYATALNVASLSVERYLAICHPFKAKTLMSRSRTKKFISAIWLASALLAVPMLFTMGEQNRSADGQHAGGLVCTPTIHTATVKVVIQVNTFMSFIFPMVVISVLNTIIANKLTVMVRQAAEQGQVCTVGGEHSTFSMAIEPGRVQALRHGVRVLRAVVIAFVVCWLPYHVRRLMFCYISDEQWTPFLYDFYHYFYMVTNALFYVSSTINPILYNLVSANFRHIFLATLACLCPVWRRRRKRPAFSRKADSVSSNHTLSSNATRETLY
West Nile antiviral = inhibition of WNV-induced cytopathic effect – cell-based, CPE readout (AID 1621); West Nile virus-infected cells, CPE inhibition; higher % means a stronger effect; actives 0.02% (n = 290,000); CPE inhibition, % at 10 µM, or IC50 in µM where a hit was titrated; in the data active = a potency from the dose series; inconclusive = CPE inhibition mostly from about 3.7% at the one dose, without a potency; inactive = the rest, 99 in 100 with CPE inhibition below about 2.2%; also: strong numbers were not always called active
T cell HTS = T cell immune modulation candidate; AID 2052; calls only at 7 µM; actives 0.068% (n = 330,000); 2C CD8+ T cell-vesicle binding, flow cytometry; hits give low values;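 active = response, share of CD8 T cells binding vesicles, and their 90th percentile fluorescence all below set limits, cut at about 80% in these data, passing the limit was not always enough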
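Test system: purified 2C TCR transgenic mouse naive CD8+ T cells. Probe or stimulus: QL9-peptide-loaded Drosophila micro-vesicles bearing Ld, ICAM-1 and B7-1. Incubation: binding step 1.5 h, 37 °C, antibody labelling 20 min, ice. Measured by: flow cytometry of vesicle-bound cells.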
PhoP inhibition = PhoP-dependent GFP reporter repression – Salmonella Typhimurium, primary screen (AID 1863) | S. Typhimurium PhoP-regulated promoter GFP reporter, 4 h; higher % means a stronger effect | inhibition, % at 50 µM; hits with a dose series show IC50 in µM | actives 0.16% (n = 300,000);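 active = inhibition over 29.93%, a cutoff 3 SD above the screen mean, later confirmed by dose response; inconclusive = inhibition over 29.93% but no dose response follow-up; inactive = inhibition at most 29.93% or unconfirmed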;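 also: 0% = low Mg2+ inducing control and 100% = high Mg2+ repressing control; strong numbers were not always called active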
K1F lysis inhibition = protection from phage-mediated lysis, alamar blue read-out – E. coli UTI89, K1F phage, bacterial capsule biogenesis inhibitors (AID 488966); E. coli UTI89 K1F phage lysis, alamar blue, 2 h; higher % means a stronger effect; actives 0.02% (n = 340,000); inhibition, % at 100 µM; hits with a dose series show IC50 in µM;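 active = phage lysis inhibition, versus mean bacterial control, above a set limit; inconclusive = no clear call, values can overlap the other calls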;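 also: capsule biogenesis inhibitors block K1F phage lysis so surviving cells raise fluorescence; higher fluorescence means more inhibition of phage lysis; actives were called in the ten point dose series up to 300 µM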
RSV antiviral HEp-2 = inhibition of RSV-induced cytopathic effect – HEp-2 cells, primary 10 µM value included (AID 2391); HEp-2 cells, RSV-induced CPE inhibition; higher % means a stronger effect; one-dose CPE inhibition, % at 10 µM; IC50 in µM for titrated hits; actives 0.13% (n = 310,000); in the data active = a potency from the dose series; inconclusive = CPE inhibition mostly from about 23% at the one dose, without a potency; inactive = the rest, 99 in 100 with CPE inhibition below about 21%; also: strong numbers were not always called active
SV40 large T antigen = SV40 large T antigen inhibitors, biochemical (AID 1903); SV40 large T antigen ATPase/helicase inhibition assay; higher % means a stronger effect; one-dose inhibition, % at 20 µM; IC50 in µM for titrated hits; actives 0.39% (n = 310,000); in the data active = a potency from the dose series; inconclusive = inhibition mostly from about 32% at the one dose, without a potency; inactive = the rest, 99 in 100 with inhibition below about 32%; also: strong numbers were not always called active
Dengue-2 NS5 capping = Dengue-2 NS5 methyltransferase inhibitors, primary screen, biochemical, confirmation dose response (AID 588689); one-dose inhibition, % at 25 µM; IC50 in µM for titrated hits; Dengue-2 NS5 methyltransferase capping enzyme assay, biochemical; higher % means a stronger effect; actives 0.3% (n = 340,000); in the data active = a potency from the dose series; inconclusive = inhibition above about 29% without an active follow-up result
Rac1 GTP hydrolysis = MgcRacGAP GTPase-activating activity inhibitors, confirmation, biochemical, ADP Hunter fluorescence. actives 0.6% (n = 340,000). one-dose inhibition, % at 30 µM; IC50 in µM for titrated hits. MgcRacGAP-stimulated Rac1 GTP hydrolysis, ADP Hunter fluorescence; higher % means a stronger effect; GST-tagged Rac1 F28L mutant substrate;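 active = first-screen hits whose inhibition reached a set limit at any dose in the follow-up dose series; inconclusive = inhibition above the set first-screen limit but never retested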;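 also: fluorescence reports GDP produced by GAP-driven GTP hydrolysis; strong numbers were not always called active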
T cell HTS vesicle-bound % = further read-out of T cell HTS, marked with its call; double positive events, %; measured here: CD8+ vesicle-bound cell fraction;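 binding gate set so that unloaded-vesicle control wells show 10% double positive cells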
NTR1 ag cell count 20 µM = second read-out of NTR1 ag, no call of its own (marks repeat the call); cell count; measured here: cell count, cytotoxicity flag
Dengue-2 NS5 capping pilot replicate = recorded beside Dengue-2 NS5 capping, whose call it bears; inhibition, %; measured here: pilot screen replicate inhibition
Starred values were filed as active, the others as inactive; i = inactive; u = inconclusive; x = not tested or not shown; [ ] = another dose, or the depositor's remark. Not a hit list. Share with any hit: about 1.5%.

SMILES	NTR1 ag	NTR1 ag cell count 20 µM	West Nile antiviral	T cell HTS	T cell HTS vesicle-bound %	PhoP inhibition	K1F lysis inhibition	RSV antiviral HEp-2	SV40 large T antigen	Dengue-2 NS5 capping	Rac1 GTP hydrolysis	others
COc1cccc(/C=C/c2onc(C)c2S(=O)(=O)N2CCC(C(=O)NC3CCCCCC3)CC2)c1	1.8	63	0.2%	i	2.6	0.8%	-0.1%	0.8%	7.7%	-1.0%	5.9%
Cc1ccc(S(=O)(=O)Cc2ccc([N+](=O)[O-])cc2)cc1	-0.8	65	-0.5%	i	61.0	-3.3%	0.0%	0.3%	12.8%	4.6%	-6.8%	Dengue-2 NS5 capping pilot replicate=-2.4
CN(C)c1cc(-c2ccc(F)cc2)oc(=O)c1Cl	-0.8	59	-0.5%	i	9.9	-0.9%	0.1%	2.0%	11.1%	-7.0%	6.8%
CCOc1cc(C2C3=C(CCCC3=O)Nc3nc(C(=O)OC)nn32)ccc1OC (stereo not given)	-1.3	90	0.0%	i	3.2	1.7%	6.2%	-1.7%	-0.3%	-3.5%	2.9%
Cc1nn(C2CCS(=O)(=O)C2)c(Cl)c1/C=C/C(=O)OCC(=O)c1c[nH]c2ccccc12 (stereo not given)	-0.9	87	-0.6%	i	59.2	20.6%	0.2%	5.7%	0.0%	x	5.7%
Cc1ccc(OCC(O)CN2CCN(Cc3ccc4c(c3)OCO4)CC2)cc1C (stereo not given)	-1.0	55	-1.1%	i	22.5	2.5%	7.2%	1.3%	8.6%	-0.7%	6.5%
COc1ccccc1-c1cc(C(=O)NC2CCN(C)CC2)c2ccc(Cl)c(C)c2n1	3.9	41	-1.8%	i	76.3	8.1%	-0.1%	-2.1%	2.4%	1.9%	9.6%
COc1ccc(NC2c3ccccc3C(=O)N2Cc2ccccc2Cl)cc1OC (stereo not given)	-0.1	66	-0.5%	i	31.5	1.5%	-0.1%	45.5%	20.0%	0.8%	5.5%
CN(Cc1nccs1)C(=O)C1CCC(=O)N(CCc2cccc(F)c2)C1 (stereo not given)	-0.3	41	0.1%	i	22.2	1.1%	0.8%[50 µM]	0.3%	5.7%	1.9%	5.8%
O=C(Nc1ccccc1NC(=O)c1ccco1)c1ccccc1	-0.6	36	-0.1%	i	17.1	1.8%	0.3%	1.9%	7.5%	-1.6%	-18.1%
O=C1/C(=C/c2ccc3c(c2)OCO3)Oc2cc(OCC(=O)N3CCC[C@H]3C(=O)O)ccc21	-0.1	98	-0.2%	i	58.0	-5.5%	1.1%	1.1%	10.8%	-8.0%	10.7%
O=C(CCSCc1ccccc1F)NCc1cccs1	0.1	48	-0.9%	i	44.8	-10.4%	-0.1%	-1.0%	2.3%	-1.4%	5.3%
Cc1ccc(S(=O)(=O)Nc2ccc3c(c2)OCCO3)cc1	0.1	69	-0.4%	i	29.6	7.1%	-0.1%	16.3%	6.0%	-5.3%	-1.7%
O=C1CSC(=S)N1c1cccc(Cl)c1	6.3	82	0.8%	i	43.8	7.0%	0.1%	7.3%	26.4%	-16.5%	1.0%
CCCCN(C)C1=Nc2cccc3cccc1c23	1.6	77	x	i	25.1	16.6%	0.0%	1.2%	6.5%	4.1%	13.0%
O=C(NC12CC3CC(CC(C3)C1)C2)c1cc([N+](=O)[O-])ccc1N1CCOCC1	2.5	102	-1.0%	i	45.8	-8.5%	0.0%	-0.1%	14.8%	1.8%	7.2%
Cc1nnc(Sc2cc(C(=O)NCc3ccco3)c3ccccc3n2)s1	1.4	32	0.3%	i	16.8	5.8%	-0.1%	-1.4%	5.3%	13.7%	14.4%
CC(=O)CN1C(=O)NC2(CCCc3ccccc32)C1=O (stereo not given)	-0.6	74	-0.3%	i	40.7	-0.3%	0.2%	0.3%	5.1%	-2.0%	7.8%
CCOc1nc(SC(C(C)=O)C(=O)Nc2ccccc2)nc(N(C)C)n1 (stereo not given)	1.1	36	-0.3%	i	45.0	5.4%	3.4%	3.8%	7.4%	-2.1%	6.6%
O=C1OC(c2ccccc2)=N/C1=C\C=C\c1ccco1	0.1	49	-0.4%	i	36.7	x	0.1%	0.9%	x	15.8%	22.7%
COc1ccccc1C(CC(=O)Nc1ccc(C)c(C)c1)c1ccc(OC(C)C)cc1 (stereo not given)	-2.9	8	-1.4%	i	60.7	5.8%	0.0%	1.8%	17.2%	-2.7%	14.4%
Cc1nc2ncnn2c(Nc2ccc3c(c2)OCCO3)c1C	0.3	78	0.0%	i	51.5	x	0.9%	9.3%	x	-0.7%	6.2%
COc1ccccc1N1CCN(C2CCCN(C(=O)c3ccccn3)C2)CC1 (stereo not given)	-0.1	53	-0.6%	i	63.5	0.8%	0.3%	0.5%	7.9%	2.7%	9.7%
O=C(CSc1nc(C2CC2)nc2ccccc12)N1c2ccccc2Sc2ccccc21	9.7	94	x	i	18.0	-2.2%	0.1%	u	-3.0%	2.7%	6.9%	Dengue-2 NS5 capping pilot replicate=-3.3
Cc1cc2ncn(C(=O)c3c(-c4c(Cl)cccc4Cl)noc3C)c2cc1C	-0.6	47	0.5%	i	15.1	-4.1%	0.0%	0.8%	6.1%	-3.9%	-3.6%
COC(=O)C1=CN(Cc2ccc(C)cc2)C=C(C(=O)OC)C1c1cc(OC)c(OC)c(OC)c1	2.9	52	-0.5%	i	60.6	-2.8%	0.2%	8.1%	5.9%	-2.3%	4.9%
COc1ccc(CCN/C=C2/CC(=O)NC2=O)cc1OC	-2.2	67	0.4%	i	31.9	13.0%	0.9%	0.3%	14.6%	-5.6%	4.2%
Cc1nc2ccc(NC(=O)COc3ccccc3C)cc2s1	1.9	44	0.2%	i	40.7	-2.2%	0.4%	0.6%	2.8%	10.1%	4.1%
CC(C)C[C@H](N)c1nnc(SCC(=O)Nc2ccc(Br)cc2)o1	-0.3	52	0.4%	i	43.6	-8.4%	0.2%	-0.1%	-1.1%	32.5%	3.6%
Cc1ccc(C)c(NC(=O)Cc2csc(-c3ccccc3)n2)c1	1.3	40	-0.7%	i	44.3	15.9%	-0.5%	0.3%	6.2%	1.5%	6.0%

Next section (2 carried over from the part before).
SMILES	NTR1 ag	NTR1 ag cell count 20 µM	West Nile antiviral	T cell HTS	T cell HTS vesicle-bound %	PhoP inhibition	K1F lysis inhibition	RSV antiviral HEp-2	SV40 large T antigen	Dengue-2 NS5 capping	Rac1 GTP hydrolysis	others
CC(C)C[C@H](N)c1nnc(SCC(=O)Nc2ccc(Br)cc2)o1	-0.3	52	0.4%	i	43.6	-8.4%	0.2%	-0.1%	-1.1%	32.5%	3.6%
Cc1ccc(C)c(NC(=O)Cc2csc(-c3ccccc3)n2)c1	1.3	40	-0.7%	i	44.3	15.9%	-0.5%	0.3%	6.2%	1.5%	6.0%
O=C(CN1C(=O)c2ccccc2C1=O)NC1CCCCC1	0.6	63	0.7%	i	31.3	-6.6%	-0.7%[50 µM]	0.4%	9.9%	2.6%	3.1%
COCCNC(=O)c1onc(CSc2ccccn2)c1C(=O)NCCOC	-0.3	81	1.5%	i	52.4	2.0%	1.4%	1.2%	-1.8%	-4.1%	9.3%
Cc1ccccc1CNS(=O)(=O)c1csc(C(N)=O)c1	-0.1	47	0.2%	i	31.2	2.7%	0.0%	0.0%	-1.4%	-1.8%	-8.9%
COc1ccccc1C(=O)Nc1nc2ccc(S(C)(=O)=O)cc2s1	1.0	71	u	i	37.6	-1.7%	5.1%	5.5%	5.9%	-1.6%	-2.9%
COc1ccc(NC(=O)CS(=O)CC(=O)Nc2ccc(NC(C)=O)cc2)cc1 (stereo not given)	0.7	54	u	i	39.1	-1.4%	0.1%	-0.6%	-3.9%	8.3%	1.9%
O=C(O)c1cn(-c2ccc(F)cc2)c(=O)c2ccccc12	-0.3	70	0.7%	i	60.7	-8.2%	0.1%	2.0%	11.5%	-11.6%	8.8%
O=C(Nc1ccccc1)OCCNC(=O)c1cccc(Br)c1	-1.6	74	-1.6%	i	12.5	1.1%	0.3%	-1.0%	-3.4%	-1.4%	10.6%
COc1ccc(NCN2C(=O)C3C4C=CC(C4)C3C2=O)cc1 (stereo not given)	1.1	57	0.6%	i	53.0	5.6%	-0.4%	-0.3%	23.2µM*	-7.4%	u
O=C(O)C1CCCN1C(=O)c1cccs1 (stereo not given)	3.1	88	-0.1%	i	24.2	-3.6%	-1.5%	1.1%	4.1%	0.0%	6.2%
[O-]/[N+](=C/c1ccco1)c1ccccc1	0.6	59	-0.1%	i	16.8	-4.5%	0.2%	2.2%	9.6%	0.0%	8.9%
CCN(CC(=O)NCc1ccncc1)S(=O)(=O)c1ccccc1	0.2	37	0.5%	i	3.8	-0.8%	0.1%	0.3%	2.5%	-7.5%	4.0%
O=C(CN1CCC(n2nnc3cc(C(F)(F)F)ccc32)CC1)NNC(=O)c1ccco1	0.2	60	-0.7%	i	59.5	x	0.2%	2.5%	x	0.9%	3.7%
COc1ccc2cc3cc(C(=O)NCC4COc5ccccc5O4)oc3nc2c1 (stereo not given)	5.9	94	x	i	21.7	3.6%	0.5%	2.2%	3.1%	7.7%	-2.0%
COc1ccc2[nH]c(C(=O)O)c(NS(=O)(=O)c3ccc(OC)c(OC)c3)c2c1	-1.7	84	0.9%	i	29.0	14.3%	0.9%	0.2%	30.1%	0.8%	11.3%
O=C(CCCCCNc1nc(=S)[nH]c2ccccc12)NCCc1ccc(Cl)cc1	23.3	55	0.3%	i	30.7	-2.9%	-0.8%	-1.2%	8.3%	-2.2%	9.1%
Cc1cccc(N(C)C(=O)CCS(=O)(=O)c2cc3c(cc2Cl)NC(=O)CO3)c1	2.7	49	-0.6%	i	33.9	x	4.8%	4.6%	11.7%	0.7%	4.8%
COc1ccc(NC(=O)CN(C)C(=O)c2ccc(NS(=O)(=O)c3ccc(C)c([N+](=O)[O-])c3)cc2)cc1	0.7	65	x	i	38.7	-4.4%	0.4%[50 µM]	1.3%	7.5%	-5.9%	9.5%
O=C(N/N=C/c1ccccc1Cl)c1cccc(F)c1	-0.2	75	-0.3%	i	16.2	-1.8%	0.5%	1.7%	2.9%	-6.8%	-2.5%
O=C(O)CCCCCN=Cc1c(O)c2ccccc2oc1=O	-0.2	51	1.1%	i	18.6	1.8%	0.0%	0.5%	4.5%	x	-7.6%
